# Bioassay records: PubChem BioAssay, several laboratories
# BoNT A protease: BoNT/A light chain protease inhibitors, primary screen, biochemical, flow cytometry, MLPCN library; inhibition, % at 10 µM; Botulinum neurotoxin type A light chain protease (Clostridium botulinum A str. ATCC 3502); multiplex microsphere protease substrate cleavage; 0.17% of 360,000 active; further: plate controls were buffer without enzyme for full effect and enzyme alone for no effect
# PfHsp40 rescue: rescue of yeast from PfHsp40 toxicity, primary screen, S. cerevisiae, ATP luminescence | S. cerevisiae expressing PfHsp40, growth rescue | growth rescue, % at 12.5 µM | 0.68% of 340,000 active; in the data active means growth rescue above about 28%, passing the limit was not always enough; inconclusive means no clear call, values can overlap the other calls;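 further: yeast W303a lacking pdr1 and pdr3 grown in galactose medium; growth measured after three days at 30 °C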
# BH1578 lux ind: inducers of Vibrio cholerae quorum light production without autoinducers, primary screen, BH1578 luxS cqsA deficient, single point; V. cholerae BH1578 lux reporter, luminescence, 6 h; activation, % at 18.7 µM; 0.16% of 350,000 active; AID 588436, 2011; in the data active means activation mostly above about 9.7%, no sharp cut-off; inconclusive means no clear call, values can overlap the other calls; inactive means mostly below about 3.7%; further: not every result past the cut was called active; inactives centre near 0; reference of the scale not given here
# PriA SSB inh: inhibitors of Klebsiella pneumoniae PriA binding to SSB C-terminal tail, primary screen, biochemical, AlphaScreen; PriA–SSB C-terminal tail interaction (Klebsiella pneumoniae); inhibition, % at 33 µM; 0.6% of 430,000 active; AID 1272365, 2023; AlphaScreen SSBct-PriA binding, biotinylated peptide; in the data active means inhibition mostly above about 37%, no sharp cut-off; inactive means mostly below about 20%;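 further: plate controls were negative control peptide for no effect and reference peptide for full effect; strong numbers were not always called active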
# TcdB inh: TcdB glycohydrolase inhibitors, primary screen, biochemical, single point, plate reader | Toxin B (Clostridioides difficile), P18177 | TcdB glycohydrolase enzymatic assay | inhibition, % at 9.99 µM | 0.24% of 350,000 active | AID 652162, 2013; in the data active means inhibition above about 10%
# Target sequence (P18177 whole entry, looked up): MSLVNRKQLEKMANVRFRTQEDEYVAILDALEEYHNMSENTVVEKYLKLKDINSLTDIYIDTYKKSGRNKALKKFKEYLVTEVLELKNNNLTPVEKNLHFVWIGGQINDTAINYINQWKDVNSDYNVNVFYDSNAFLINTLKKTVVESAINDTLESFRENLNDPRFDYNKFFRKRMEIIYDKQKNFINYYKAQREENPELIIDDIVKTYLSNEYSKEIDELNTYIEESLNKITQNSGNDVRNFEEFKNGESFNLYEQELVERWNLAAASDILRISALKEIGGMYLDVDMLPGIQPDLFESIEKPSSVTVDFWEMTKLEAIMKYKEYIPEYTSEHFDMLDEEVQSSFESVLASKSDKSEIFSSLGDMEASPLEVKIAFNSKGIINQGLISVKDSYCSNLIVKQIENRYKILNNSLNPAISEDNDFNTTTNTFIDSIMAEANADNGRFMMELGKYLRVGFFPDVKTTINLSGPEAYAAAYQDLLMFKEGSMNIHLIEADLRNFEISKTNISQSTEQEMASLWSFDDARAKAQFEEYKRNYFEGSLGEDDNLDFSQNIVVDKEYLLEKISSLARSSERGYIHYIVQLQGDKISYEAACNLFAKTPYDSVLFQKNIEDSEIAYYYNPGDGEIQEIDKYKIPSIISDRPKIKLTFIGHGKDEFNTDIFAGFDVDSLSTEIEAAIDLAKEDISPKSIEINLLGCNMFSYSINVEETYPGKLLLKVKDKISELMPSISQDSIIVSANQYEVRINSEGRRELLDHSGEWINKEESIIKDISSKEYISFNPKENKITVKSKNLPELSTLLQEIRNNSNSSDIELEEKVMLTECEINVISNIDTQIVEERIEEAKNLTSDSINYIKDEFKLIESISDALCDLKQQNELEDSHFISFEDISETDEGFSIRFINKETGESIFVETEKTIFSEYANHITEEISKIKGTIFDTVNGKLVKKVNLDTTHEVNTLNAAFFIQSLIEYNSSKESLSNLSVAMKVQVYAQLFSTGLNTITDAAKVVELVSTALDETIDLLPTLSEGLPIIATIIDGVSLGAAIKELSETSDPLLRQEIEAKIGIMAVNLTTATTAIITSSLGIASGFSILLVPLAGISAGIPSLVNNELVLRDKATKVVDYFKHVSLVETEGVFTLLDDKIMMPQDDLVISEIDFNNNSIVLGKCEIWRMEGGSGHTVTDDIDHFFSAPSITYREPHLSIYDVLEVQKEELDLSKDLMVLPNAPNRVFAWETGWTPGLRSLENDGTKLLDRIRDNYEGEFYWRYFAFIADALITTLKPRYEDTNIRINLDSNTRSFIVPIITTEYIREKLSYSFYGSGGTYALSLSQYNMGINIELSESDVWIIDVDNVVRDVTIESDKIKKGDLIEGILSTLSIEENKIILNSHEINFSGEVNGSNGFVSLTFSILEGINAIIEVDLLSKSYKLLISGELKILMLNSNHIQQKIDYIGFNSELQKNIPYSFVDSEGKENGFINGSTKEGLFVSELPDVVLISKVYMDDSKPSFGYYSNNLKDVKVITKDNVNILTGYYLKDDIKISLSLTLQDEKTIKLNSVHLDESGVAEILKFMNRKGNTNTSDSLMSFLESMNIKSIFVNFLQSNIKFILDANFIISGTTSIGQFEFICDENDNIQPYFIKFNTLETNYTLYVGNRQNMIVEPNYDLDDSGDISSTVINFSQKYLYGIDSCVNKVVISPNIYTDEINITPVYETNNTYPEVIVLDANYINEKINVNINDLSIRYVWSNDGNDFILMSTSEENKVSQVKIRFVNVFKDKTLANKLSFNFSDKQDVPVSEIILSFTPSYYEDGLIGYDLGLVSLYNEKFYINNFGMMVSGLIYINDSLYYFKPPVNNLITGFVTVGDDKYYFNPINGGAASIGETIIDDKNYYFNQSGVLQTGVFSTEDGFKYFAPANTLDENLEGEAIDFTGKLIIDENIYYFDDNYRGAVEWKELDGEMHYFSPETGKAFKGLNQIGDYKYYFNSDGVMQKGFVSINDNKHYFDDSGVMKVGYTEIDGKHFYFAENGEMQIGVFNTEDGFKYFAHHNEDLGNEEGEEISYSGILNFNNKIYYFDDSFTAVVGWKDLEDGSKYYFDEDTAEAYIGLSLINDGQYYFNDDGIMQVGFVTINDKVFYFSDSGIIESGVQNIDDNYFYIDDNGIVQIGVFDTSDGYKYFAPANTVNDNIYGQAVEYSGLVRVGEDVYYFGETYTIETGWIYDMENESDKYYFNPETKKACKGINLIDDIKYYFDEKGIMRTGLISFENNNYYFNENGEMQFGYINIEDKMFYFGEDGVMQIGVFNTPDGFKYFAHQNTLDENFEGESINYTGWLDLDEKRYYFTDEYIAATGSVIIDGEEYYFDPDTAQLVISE
# Y pestis TopoI: Yersinia pestis topoisomerase I inhibitors, primary screen, biochemical, cleavage product accumulation, plate reader, single point; 0.064% of 360,000 active; DNA topoisomerase I (Yersinia pestis CO92); AID 504884, 2011; Y. pestis Topo-I cleavage product accumulation; activity, % at 10 µM; in the data active means activity above about 50%, passing the limit was not always enough; inconclusive means no clear call, values can overlap the other calls; further: inactives centre near 2
# SARS 3CLpro inh: SARS-CoV 3CLpro protease inhibitors, primary screen, biochemical, quenched FRET | recombinant SARS-CoV 3CLpro, quenched FRET peptide cleavage | inhibition, % at 6 µM | 0.14% of 290,000 active | AID 1706, 2009; in the data active means inhibition above about 12%
# VHR inh abs: VHR1 phosphatase inhibitors, primary screen, biochemical, absorbance, uHTS | AID 1654, 2009 | recombinant VHR phosphatase, pNPP absorbance | Dual specificity protein phosphatase 3 (Homo sapiens), P51452 | inhibition, % at 13.3 µM | 0.52% of 290,000 active; in the data active means inhibition above about 50%; further: some compounds called inactive have numbers as strong as hits
# Anthrax LF prot: Bacillus anthracis LF protease inhibitors, primary screen, biochemical, multiplex microsphere, MLPCN library. Lethal factor (Bacillus anthracis), P15917. multiplex microsphere protease cleavage assay. inhibition, % at 10 µM. 0.12% of 360,000 active; further: plate controls were buffer without enzyme for full effect and enzyme alone for no effect
# CCHF vOTU inh: CCHFV vOTU protease inhibitors, primary screen, biochemical, Pep-AMC substrate, fluorescence | Crimean-Congo hemorrhagic fever virus L polyprotein viral ovarian tumor (vOTU) protease … | inhibition, % at 11.5 µM | 0.55% of 370,000 active; in the data active means inhibition above about 30%; further: 0% = vehicle wells with enzyme and 100% = no enzyme wells
# * hit, by the source's call; i = inactive; ? = inconclusive; / = no result given. Unless noted, no stated cut-off is given here; in the data, active means inhibition above about 30%; inconclusive means no clear call, values can overlap the other calls; inactive means below that.
# Results follow in this order: BH1578 lux ind	PfHsp40 rescue	VHR inh abs	PriA SSB inh	Y pestis TopoI	SARS 3CLpro inh	BoNT A protease	TcdB inh	Anthrax LF prot	CCHF vOTU inh
- CCOC(=O)C1=CC[C@@H](c2ccc(F)cc2)N(S(=O)(=O)c2ccc(C)cc2)[C@H]1c1ccccc1
    /	/	/	/	/	/	-0.1	0.2	-9.2	9.6
- CSCCC(NC(=O)c1ccc(Cl)cc1Cl)C(=O)OCC(N)=O (stereo unspecified)
    -0.2	0.9	12.7	-7.5	4.4	0.5	/	0.7	/	12.2
- O=c1[nH]c2ccccc2nc1/C=C(\O)C(F)F
    -0.1	1.8	-0.9	/	1.8	-2.1	-0.8	/	-0.4	-9.8
- O=C(/C=C/c1ccc(Cl)c([N+](=O)[O-])c1)Nc1ccc(N2CCCC2)c(Cl)c1
    -0.3	-1.0	-11.2	-3.3	1.8	1.5	0.8	0.3	2.1	-5.4
- COc1ccc(OCCCC(=O)NCc2ccco2)cc1
    0.9	-0.2	-0.9	-19.0	10.6	-0.3	-1.1	2.5	0.6	-13.5
- O=C(NC(=S)Nc1ccc(S(=O)(=O)N2CCOCC2)cc1)c1ccccc1[N+](=O)[O-]
    i	1.5	25.7	3.6	-0.1	4.0	-0.9	0.2	1.6	2.0
- COC(=O)c1ccc(C(=O)NC(=S)Nc2nc3c(s2)CC(C)CC3)cc1 (stereo unspecified)
    -0.3	-0.4	2.9	-1.6	1.7	4.6	-0.2	/	-0.5	-5.2
- CCCCOn1c(C)c(C(=O)OCC)c2c3no[n+]([O-])c3ccc21
    -11.1	2.5	6.0	-6.9	-11.0	1.1	-2.3	/	-6.2	-12.3
- CS(=O)(=O)N(CC(=O)NCc1ccco1)c1ccc(Cl)c(C(F)(F)F)c1
    i	-2.9	14.3	8.6	-11.9	2.6	0.9	/	5.6	-5.4
- CC(OC(=O)c1ccc(S(=O)(=O)N2CCCCC2)cc1)C(=O)Nc1ccc(C(N)=O)cc1 (stereo unspecified)
    3.5	0.4	/	0.4	2.0	/	0.0	1.4	-4.9	5.0
- COc1ccc(-c2nn(-c3ccccc3)cc2C(=O)Nc2nccs2)cc1OC
    /	13.8	-0.2	18.3	3.3	1.3	0.3	/	4.9	-8.2
- COc1cccc(/C=C/C(=O)NCCc2ccc(OC)c(OC)c2)c1
    -0.5	0.9	5.6	-11.9	-0.8	-0.6	0.3	0.9	-0.6	19.9
- O=C(N/N=C/c1cccc(Cl)c1)C1CCCC1
    i	-0.8	7.4	/	10.5	-1.8	-0.4	2.0	-1.3	6.2
- Cc1occc1C(=O)NNC(=O)CN1C(=O)NC(C)(c2ccccc2)C1=O (stereo unspecified)
    -10.6	-0.1	/	-2.7	4.6	/	5.6	2.1	-3.1	-5.1
- NC(=NC(=O)c1ccc(OCC(F)(F)F)nc1)c1ccc(Cl)cc1
    i	2.3	-35.0	/	-5.0	0.7	-0.3	-0.9	1.4	1.1
- C#CC1(NC(=O)NCCCC)CCCCC1
    0.2	-0.1	3.1	5.1	2.1	-1.0	-0.2	1.1	-1.5	13.2
- COC(=O)c1noc(C)c1-c1ccnn1C(=O)c1ccc(C)cc1
    i	0.5	-0.9	-4.2	-6.4	4.0	4.8	0.5	2.0	-6.0
- COc1cc(C(=S)N2CCOCC2)ccc1OC(=O)c1ccccc1C
    3.8	0.5	-8.3	9.3	-7.9	1.9	-2.1	0.7	6.2	-10.5
- CCn1c(SCC(=O)N2CCCC2)nc2c(c1=O)SC(C)C2 (stereo unspecified)
    -0.4	-2.6	12.7	-14.3	0.4	1.5	0.4	-3.4	4.8	2.9
- O=C(COC(=O)c1ccc(Cl)nc1)NCc1ccc(F)cc1
    i	2.1	/	-5.0	-12.9	/	4.8	-0.1	0.6	-4.6

# Laid out differently: 8 of the compounds above.
Molecule | BH1578 lux ind | PfHsp40 rescue | VHR inh abs | PriA SSB inh | Y pestis TopoI | SARS 3CLpro inh | BoNT A protease | TcdB inh | Anthrax LF prot | CCHF vOTU inh
O=C(N/N=C/c1cccc(Cl)c1)C1CCCC1 | i | -0.8 | 7.4 | / | 10.5 | -1.8 | -0.4 | 2.0 | -1.3 | 6.2
Cc1occc1C(=O)NNC(=O)CN1C(=O)NC(C)(c2ccccc2)C1=O (stereo unspecified) | -10.6 | -0.1 | / | -2.7 | 4.6 | / | 5.6 | 2.1 | -3.1 | -5.1
NC(=NC(=O)c1ccc(OCC(F)(F)F)nc1)c1ccc(Cl)cc1 | i | 2.3 | -35.0 | / | -5.0 | 0.7 | -0.3 | -0.9 | 1.4 | 1.1
C#CC1(NC(=O)NCCCC)CCCCC1 | 0.2 | -0.1 | 3.1 | 5.1 | 2.1 | -1.0 | -0.2 | 1.1 | -1.5 | 13.2
COC(=O)c1noc(C)c1-c1ccnn1C(=O)c1ccc(C)cc1 | i | 0.5 | -0.9 | -4.2 | -6.4 | 4.0 | 4.8 | 0.5 | 2.0 | -6.0
COc1cc(C(=S)N2CCOCC2)ccc1OC(=O)c1ccccc1C | 3.8 | 0.5 | -8.3 | 9.3 | -7.9 | 1.9 | -2.1 | 0.7 | 6.2 | -10.5
CCn1c(SCC(=O)N2CCCC2)nc2c(c1=O)SC(C)C2 (stereo unspecified) | -0.4 | -2.6 | 12.7 | -14.3 | 0.4 | 1.5 | 0.4 | -3.4 | 4.8 | 2.9
O=C(COC(=O)c1ccc(Cl)nc1)NCc1ccc(F)cc1 | i | 2.1 | / | -5.0 | -12.9 | / | 4.8 | -0.1 | 0.6 | -4.6

# Continuation:
# Results follow in this order: BH1578 lux ind	PfHsp40 rescue	VHR inh abs	PriA SSB inh	Y pestis TopoI	SARS 3CLpro inh	BoNT A protease	TcdB inh	Anthrax LF prot	CCHF vOTU inh
- Nc1ccc(C(=O)N2CCN(S(=O)(=O)c3ccc(Cl)s3)CC2)cc1[N+](=O)[O-]
    -1.4	0.8	/	17.5	-1.3	/	6.1	1.4	0.7	-8.4
- c1ccc2c(c1)CNc1ccccc1O2
    /	-0.5	5.0	-3.6	1.9	-3.5	-0.6	/	-7.1	15.0
- CCOc1ccc(CCNC(=O)COC(=O)CCS(=O)(=O)c2ccc(C)cc2)cc1OCC
    1.7	2.1	/	-12.0	12.9	/	?	-1.4	1.6	6.1
- CSc1nc2nc3c(cc2c(=O)[nH]1)C(O)Oc1ccc(C)cc1-3 (stereo unspecified)
    i	-1.6	33.6	-7.5	5.1	2.4	-1.0	2.4	1.4	-15.3
- Cc1cc(Cl)c(OCCOCCN2CCNCC2)c(Cl)c1
    i	-0.2	/	10.1	2.7	/	-1.1	-0.6	1.8	-8.5
- O=C1NC(Cc2ccccc2)C(=O)N1Cc1ccccc1 (stereo unspecified)
    -1.7	-0.8	/	-9.7	12.9	/	0.5	-0.3	-3.1	4.3
- Cc1ccc(-n2c(C)nnc2SCC(=O)N(C)C2CCS(=O)(=O)C2)cc1 (stereo unspecified)
    0.2	-1.8	/	-0.1	-2.6	/	0.1	0.0	2.4	8.6
- CCOc1ccc(OCc2ccc(C(=O)NC(C)C)o2)cc1
    0.4	1.4	23.3	-8.1	-1.0	-0.1	/	-0.7	/	-9.9
- Brc1cccc(OCCN2CCc3ccccc3C2)c1
    -0.7	-0.3	34.6	-45.1	38.3	-7.3	-0.4	0.7	-19.1	0.9
- CCOC(=O)N1CCN(CC(=O)c2ccc3c(c2)CCN3)CC1
    i	0.7	20.8	-15.7	-4.8	3.7	-0.6	-18.5	-0.5	/
- Cc1nnc(Sc2cc(NCCO)c([N+](=O)[O-])c3nonc23)s1
    -0.9	0.3	12.3	4.6	-8.5	3.6	0.1	0.2	-1.9	29.2
- O=C(CSc1ccc2nnc(CCNC(=O)c3ccccc3)n2n1)Nc1ccccc1F
    i	-1.2	-16.6	-12.6	1.1	-1.5	-1.1	1.4	-0.2	-9.2
- O=C(NCCOc1ccccc1)C1Nc2ccc(C(F)(F)F)cc2C2c3ccccc3CC12 (stereo unspecified)
    -4.0	-0.8	/	-23.2	10.7	/	0.3	/	-8.3	0.9
- COc1ccc2ncc(S(=O)(=O)c3ccccc3)c(N3CCN(c4ccccc4)CC3)c2c1
    -0.2	2.3	8.2	15.5	23.4	-0.9	0.7	/	-1.6	-0.8
- COc1cc(C2C(C(=O)Nc3ccc(F)cc3)=C(C)Nc3nc(CCCO)nn32)cc(OC)c1OC (stereo unspecified)
    i	0.0	29.2	-11.4	-0.2	/	0.2	-0.3	0.8	-4.0
- CC1(OC(=O)C2CCCC2)C(=O)C=C2C=C(c3ccsc3)N(CCCCO)C=C2C1=O (stereo unspecified)
    0.7	-1.1	22.5	-10.6	-0.8	/	-0.3	-2.3	-9.0	30.1*
- Cc1ccc(OCCOCCOc2cccc3cccnc23)c(Br)c1
    -0.3	-0.8	12.3	-43.1	-0.9	4.7	0.2	/	0.8	19.1
- Cc1ccc(N(Cc2ccccc2)C(=O)Cc2ccc(S(=O)(=O)N3CCOCC3)s2)cc1
    i	0.0	/	-5.0	0.3	/	-4.4	1.3	2.9	5.1
- COc1ccc(-c2nnc3ccc(SCC(=O)NCC4CCCO4)nn23)cc1 (stereo unspecified)
    -0.2	0.5	-9.0	-1.9	1.6	-2.0	-6.0	/	-2.2	/
- COc1ccccc1N1CCN(/N=C(\C)c2ccc(O)cc2)CC1
    i	1.2	-2.9	/	4.5	0.3	-3.1	7.0	-8.8	13.9
- CN(Cc1ccc(Cl)cc1Cl)C(=O)c1cccc(S(=O)(=O)NCc2ccccc2)c1
    0.0	5.2	/	-21.9	29.5	/	-0.1	0.0	-6.6	8.9
- COC(=O)C1C(=O)C=C(Nc2ccc(F)cc2F)CC1c1ccccc1 (stereo unspecified)
    5.9	0.1	18.0	-4.8	1.6	9.3	-0.5	-10.6	0.8	-0.3
- Cc1ccc([N+](=O)[O-])cc1NC(=O)CSc1nncn1-c1ccccn1
    -0.2	-1.3	29.3	3.4	2.1	4.9	-0.3	1.6	4.0	-3.8
- O=C(Nc1ccn(Cc2ccccc2F)n1)c1ccc(COc2cc(Cl)ccc2Cl)o1
    1.0	0.5	10.6	10.5	-1.1	6.6	-0.8	/	-6.7	9.4
- O=C(Nc1nc2c(ccc3ccccc32)s1)c1ccco1
    -0.3	17.3	31.1	-27.4	6.6	-1.3	-0.1	/	-0.8	-3.5
- Cc1ccc(-c2cc(C(F)(F)F)c(C#N)c(SCC(=O)O)n2)cc1
    i	0.9	7.3	-1.0	2.5	3.3	0.5	0.9	1.7	5.6
- O=C(NCCCSc1ccccc1)c1ccc(=O)[nH]c1
    i	-0.2	6.5	-3.9	-2.3	-0.7	0.9	-1.3	-0.5	15.7
- CCOC(=O)CCC(NC(=O)c1ccccc1C(=O)NC(CCC(=O)OCC)C(=O)OCC)C(=O)OCC (stereo unspecified)
    i	1.8	18.8	4.6	-3.9	-2.9	-0.4	5.1	-3.1	0.4
- CC1(C)C2CCC(C2)C1(C)NC(=O)CNC1CCCCC1 (stereo unspecified)
    0.5	-0.5	-0.6	-0.4	0.9	-1.3	-0.1	1.3	-1.4	-2.8
- COc1ccc(Cl)cc1NC(=O)C[n+]1cccc(C)c1
    1.9	0.6	/	-5.1	-8.1	-3.8	-1.1	1.4	-12.9	-18.5

# The list is partial; the hit share may differ from the screen's.
